Bioassay records (PubChem BioAssay)
TEAD-YAP block: TEAD-YAP interaction inhibition; HEK-TIYL cells, TEAD-Gal4/YAP UAS-luciferase luminescence; AID 1259422; 640,000 tested, 1.4% active; inhibition, % at 9.12 µM; in the data active means inhibition above about 32%;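 further: 0% = median of test compound wells and 100% = reference inhibitor wells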
MITF primary: blocks human microphthalmia-associated transcription factor. O75030. AlphaScreen MITF homodimerization, bead proximity signal. inhibition, % at 2.6 µM. 650,000 tested, 0.91% active. AID 1259374; in the data active means inhibition above about 50%;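 further: 0% = vehicle wells with protein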
Target sequence (O75030 whole entry, looked up): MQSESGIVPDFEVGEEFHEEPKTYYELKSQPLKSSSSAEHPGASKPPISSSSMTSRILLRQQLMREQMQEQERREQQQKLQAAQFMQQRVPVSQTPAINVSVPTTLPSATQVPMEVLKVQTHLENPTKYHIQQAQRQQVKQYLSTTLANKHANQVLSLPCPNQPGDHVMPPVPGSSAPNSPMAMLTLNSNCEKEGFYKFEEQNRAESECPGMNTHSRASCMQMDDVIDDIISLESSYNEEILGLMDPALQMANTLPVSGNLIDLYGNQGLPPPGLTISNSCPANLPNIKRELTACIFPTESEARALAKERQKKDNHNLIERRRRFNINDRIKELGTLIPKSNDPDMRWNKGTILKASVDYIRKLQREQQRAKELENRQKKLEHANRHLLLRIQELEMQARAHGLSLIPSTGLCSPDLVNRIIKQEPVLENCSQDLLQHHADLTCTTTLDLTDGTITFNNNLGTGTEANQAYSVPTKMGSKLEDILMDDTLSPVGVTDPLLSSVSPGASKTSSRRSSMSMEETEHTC
GPR151 activ: activators of human GPR151; 650,000 tested, 1% active; activation, % at 11.2 µM; PathHunter beta-arrestin GPR151 cells, luminescence; Q8TDV0; AID 1508602; in the data active means activation above about 4.9%;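 further: 0% = median of compound wells and 100% = cells with positive control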
Target sequence (Q8TDV0 whole entry, looked up): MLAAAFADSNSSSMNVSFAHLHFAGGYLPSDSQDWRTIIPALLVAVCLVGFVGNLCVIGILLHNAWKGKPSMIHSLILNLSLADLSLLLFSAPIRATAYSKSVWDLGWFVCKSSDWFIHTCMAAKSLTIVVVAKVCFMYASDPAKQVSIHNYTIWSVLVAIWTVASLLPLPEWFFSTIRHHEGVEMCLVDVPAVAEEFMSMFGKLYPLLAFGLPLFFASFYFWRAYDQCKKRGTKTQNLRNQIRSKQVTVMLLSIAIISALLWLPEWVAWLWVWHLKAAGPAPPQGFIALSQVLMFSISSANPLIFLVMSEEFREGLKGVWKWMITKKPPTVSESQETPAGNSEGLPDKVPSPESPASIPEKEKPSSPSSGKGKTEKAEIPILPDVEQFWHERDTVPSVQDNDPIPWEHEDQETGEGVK
FBW7 act: activators of human E3 ligase FBW7. Q969H0. AlphaScreen FBW7–phospho-cyclin E peptide binding, activator screen. normalized activity (activation), % at 26.1 µM. 650,000 tested, 0.13% active; in the data active means normalized activity above about 1.9%;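 further: purified mutant Fbw7 with reduced substrate affinity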
Numbers without * were called inactive.

Value order – MITF primary, TEAD-YAP block, FBW7 act, GPR151 activ
- Cc1c(CN2CCOc3ccc(C(O)C(C)C)cc3C2)cnn1C (configuration not stated)
  -7, 7, 0.1, -0.1
- COc1cc(OC)cc(-c2nc3ccccc3c(=O)n2OC(=O)c2ccc(OC)c(Br)c2)c1
  -2, -9, -0.2, -0.2
- O=C(Nc1ccc(S(=O)(=O)N2CCOCC2)cc1)c1ccc(Cl)cc1Cl
  4, 12, -0.1, -0.5
- CCC(C)(C)n1nnnc1C(c1ccc(C)cc1)N1CCN(C)CC1 (configuration not stated)
  -20, -13, -0.2, -0.4
- Cc1ccc(NC(=O)C(=O)NCCN2CCN(C(=O)c3cccc(C)c3)CC2)cc1
  6, -1, 0.0, -0.6
- CN(c1ccccc1C(=O)Nc1ccccc1C(=O)N1CCOCC1)S(C)(=O)=O
  0, -1, 0.0, -1.1
- CCn1c2c(c(=O)[nH]c1=O)C(c1ccccc1C)C1=C(N2)c2ccccc2C1=O (configuration not stated)
  10, 7, 0.0, 0.0
- COc1ccc(CCN/C=C2\C(=O)C(C)(C)Oc3ccc4ccc(=O)oc4c32)cc1OC
  17, -9, 0.1, 0.0
- COc1ccc(CC2(CO)CCN(Cc3ccc(C)s3)CC2)cc1
  -5, -5, -0.1, 1.7
- COc1ccc(S(=O)(=O)CCC(=O)Nc2c(C)n(C)n(-c3ccccc3)c2=O)cc1
  7, 0, 0.1, 0.6
- CCCCSc1nc(N)c2c(C)c(C)sc2n1
  9, 2, 0.6, -1.5
- CCn1c(-c2ccccc2)csc1=Nc1ccc(S(=O)(=O)O)cc1
  13, 7, 0.1, -0.4
- C/C(CC(=O)Nc1ccc(F)cc1)=N\NC(=O)c1cccc(Cl)c1
  2, -55, 0.1, -0.1
- CCOc1ccc(-n2nc(C(=O)Nc3ccc(OC)cc3OC)c3ccccc3c2=O)cc1
  7, -9, 0.7, -0.3
- C=CCn1c(-c2ccsc2)cccc1=O
  4, -7, 0.0, -0.1
- C/C(=N\Nc1ncnc(N)c1[N+](=O)[O-])c1ccc(Br)cc1
  6, -23, -0.4, -1.0
- CC(C)(C)c1ccc(OCCC(=O)Nc2ccc(N3CCOCC3)cc2)cc1
  3, -3, -0.1, 1.3
- CCOC(=O)C1=C(C)NC(=S)NC1c1ccc(SC)cc1 (configuration not stated)
  0, 7, -0.1, -0.8
- COc1ccc(-c2cnn3ccc(NCc4ccncc4)nc23)cc1
  -5, 4, 0.1, 3.0
- CCCCSc1nnc2c(n1)OC(c1ccc(OCC(=O)O)c(OC)c1)Nc1ccc(Br)cc1-2 (configuration not stated)
  -2, 0, -0.1, 0.8

Retrieved by compound from above:
Value order – MITF primary, TEAD-YAP block, FBW7 act, GPR151 activ
- CCOc1ccc(-n2nc(C(=O)Nc3ccc(OC)cc3OC)c3ccccc3c2=O)cc1
  7, -9, 0.7, -0.3
- CCCCSc1nnc2c(n1)OC(c1ccc(OCC(=O)O)c(OC)c1)Nc1ccc(Br)cc1-2 (configuration not stated)
  -2, 0, -0.1, 0.8
- CCCCSc1nc(N)c2c(C)c(C)sc2n1
  9, 2, 0.6, -1.5
- C/C(CC(=O)Nc1ccc(F)cc1)=N\NC(=O)c1cccc(Cl)c1
  2, -55, 0.1, -0.1

Further records follow.
Value order – MITF primary, TEAD-YAP block, FBW7 act, GPR151 activ
- CCN(C(=O)COC(=O)c1ccc(S(C)(=O)=O)c([N+](=O)[O-])c1)C1CCS(=O)(=O)C1 (configuration not stated)
  6, 7, 0.6, -1.0
- O=c1nc(SCc2cn3ccccc3n2)c2c(n1CC1CCCO1)CCCC2 (configuration not stated)
  10, 7, -0.5, 3.1
- Cc1[nH]c2ccccc2c1C(=O)COC(=O)c1cccc(S(=O)(=O)N2CCCCC2)c1
  7, 8, 0.2, 1.4
- O=C(N/N=C/c1ccccc1[N+](=O)[O-])C(O)c1ccccc1 (configuration not stated)
  -7, -11, 0.1, -1.8
- CCOc1cc(C=O)cc(I)c1OC(=O)c1cccs1
  1, 12, 0.0, 0.7
- CC(=O)NS(=O)(=O)c1ccc(N=NN(C)C)cc1
  -1, 9, -0.1, 1.1
- CC1C=CCC2C(=O)N(c3cccc(O)c3)C(=O)C12 (configuration not stated)
  6, 1, 0.1, -2.1
- Cc1cccc(C)c1NC(=S)N1CCC(N(C)CCN2CCOCC2)CC1
  8, 14, 0.1, 0.4
- Clc1cccc(N2CCN(Cc3nnnn3Cc3ccccc3)CC2)c1
  -3, -9, -0.1, -1.9
- Cc1cc(=O)cc(C)n1-c1ccc(O)cc1
  2, -1, -0.1, 1.1
- CCOC(=O)COc1cc2c(C(=O)OCC)c(C)n(C)c2c2ccccc12
  -2, 5, 0.2, -0.5
- Cn1c2ccccc2n2nc(-c3ccco3)nc12
  17, -42, 0.0, -1.3
- Cc1ccc(-c2csc(NC(=O)CCl)n2)c(O)c1
  4, -34, 0.1, -1.1
- Cc1c(C(=O)Nc2ccc3c(c2)OCCO3)sc2ncn(CC(=O)N3CCCCC3C)c(=O)c12 (configuration not stated)
  -1, 1, -0.3, 0.6
- Cn1c2ccccc2c2nnc(SCC(=O)Nc3ccccc3C#N)nc21
  -2, 6, 0.0, -1.3
- COC(=O)COc1ccc(/C=c2\sc3nc4ccccc4n3c2=O)cc1
  3, -11, -0.1, 1.5
- COc1cccc(S(=O)(=O)N2CCN(c3ccc(-c4ccccn4)nn3)CC2)c1
  8, -1, -0.7, -1.3
- Cc1c(Cl)cccc1NC(=O)/C(=C/c1cccc([N+](=O)[O-])c1)NC(=O)c1ccccc1F
  -21, -2, -0.1, -0.7
- Cc1nc(=O)c(-c2ccccc2)c(C)n1CC1CCCO1 (configuration not stated)
  -11, 4, 0.1, 1.6
- Cc1csc(N/N=C/c2ccccc2F)n1
  7, -62, -0.1, 1.2
- NC(=O)c1cccc(-c2cnn3ccc(Nc4ccc(N5CCOCC5)cc4)nc23)c1
  27, 0, -0.2, 0.4
- COC(=O)C1=C(C(=O)OC)SC(=C2C(=S)C(C)(C)N(C(=O)COc3ccc(Cl)cc3)c3cc(C)c(C)cc32)S1
  -1, 4, -0.1, -0.6
- OCCCNc1ncnc2c1c(-c1ccccc1)cn2-c1cccc(Cl)c1
  -11, -17, -0.1, -0.8
- CC[C@@H](Cn1nc(-c2cccs2)ccc1=O)NC(=O)c1cnn2cccnc12
  -9, -9, 0.0, 0.2
- O=C(N1CCN=C1SCc1cccnc1)C12CC3CC(CC(C3)C1)C2
  9, -12, -0.1, -0.9
- O=C(N/N=C/c1ccc2c(c1)OCO2)Nc1ccc2nsnc2c1
  5, 1, -0.2, 0.5
- CC(C)CCN1CCN(Cc2cccc3nonc23)CC1CCO (configuration not stated)
  17, -5, 0.3, 0.0
- CCNC(=O)NC(=O)C(C)OC(=O)COc1ccccc1Cc1ccccc1 (configuration not stated)
  -1, -3, -0.1, -0.2
- CCCOc1ccc(/C=C/C(=O)N2CCN(c3ccccn3)CC2)cc1
  5, 7, 0.0, -0.9
- Cc1nc(-c2cccc(NC(=O)c3ccc(C)c(C)c3)c2)cs1
  2, -19, 0.0, -0.7
- O=C(CN1C(=O)NC2(CCCC2)C1=O)Nc1ccc(F)c(F)c1
  -5, 0, 0.1, -0.5
- COc1cccc(NC(=O)Cn2c(=O)n(-c3ccccc3)c(=O)c3oc4ccccc4c32)c1
  -16, -2, 0.2, 0.2
- CCc1ccc(NC(=O)C(C)Sc2nnc(C)s2)cc1 (configuration not stated)
  -11, 3, -0.2, -0.5
- O=C1CC(c2cccc([N+](=O)[O-])c2)C(C(=O)c2ccccc2)C(O)(C(F)(F)F)N1 (configuration not stated)
  2, 2, -0.2, -0.2
- O=C(O)c1ccc(NS(=O)(=O)c2ccc(F)c(F)c2)cc1
  12, 7, 0.8, -0.8
- COc1nc(Nc2ccc(Cl)c(Cl)c2)nc(N(C)C)n1
  -1, 7, 0.1, -0.7
- COc1ccc(C)cc1S(=O)(=O)N1CCCC(c2nnc(CC(C)(C)C)o2)C1 (configuration not stated)
  6, 8, 0.5, 3.1
- Cc1ccc2[nH]c(=O)c(CN(Cc3ccco3)Cc3nnnn3C(C)(C)C)cc2c1
  7, 5, 0.8, -2.0
- COc1ccc(-c2csc3nc(C)nc(SCCO)c23)cc1OC
  -6, -7, 0.1, 1.6
- O=[N+]([O-])c1ccc(C2CNC(c3ccccc3)O2)cc1 (configuration not stated)
  2, -10, 0.6, 0.2
- NC(=O)c1ccccc1NC(=O)CCl
  0, 12, 0.5, 0.5
- CCOC(=O)CC(=O)CSc1nc2ccccc2c(=O)n1-c1ccc(C(=O)NCCOC)cc1
  -14, -2, -0.1, -1.7
- O=C(Cc1ccc([N+](=O)[O-])cc1)N1CCN(S(=O)(=O)c2ccccc2)CC1
  -1, 3, 0.3, 0.4
- Cc1cc(C)n(C(=O)c2ccc(Cl)c(S(=O)(=O)N3CCCCC3)c2)n1
  15, -2, 0.4, 0.1
- CCCNC(=O)c1cccc(-c2ccccc2)c1
  -8, -30, 0.1, -0.2
- COc1ccccc1N1CCN(c2ncnc3c2cnn3-c2ccc(F)cc2)CC1
  1, 9, -0.2, -0.2
- COc1ccc(CCNC(=O)c2cc3ccccc3oc2=O)cc1
  -10, -11, -0.1, 2.3
- O=C(CNCc1ccc(F)cc1)Nc1ccc(N2CCCCCC2)cc1
  19, -2, -0.2, -0.1
- CCCCNc1nc2c(S(=O)(=O)c3ccc(C)cc3)nnn2c2ccccc12
  -5, -1, 0.1, 0.3
- CCC[C@@H]1NC(=O)[C@@H]2C[C@H](NCc3cccs3)CN2C1=O
  12, 3, 0.0, -1.4
- COc1cccc(NC(=O)CNCc2ccccc2)c1
  -3, -28, -0.2, 1.1
- O=C(O)c1cc(-c2cccs2)nc2ccccc12
  0, -6, -0.1, 2.5
- CCn1c(NNC=O)nc2c1c(=O)[nH]c(=O)n2C
  2, -5, 0.0, 0.2
- COc1cc(-c2cc(C(=O)NCc3ccncc3)c3ccccc3n2)cc(OC)c1OC
  17, 13, 0.0, -1.0
- CCN1CCN(c2cc(N3CCN(C)CC3)c([N+](=O)[O-])cc2F)CC1
  -3, -1, 0.0, 0.4
- CC(=O)N1CCC2(CC1)C(C#N)=C(N)Oc1c2sc2nc(C)cc(C)c12
  -16, -7, -0.4, 0.7
- COc1ccccc1NS(=O)(=O)c1ccc(I)cc1
  5, 2, -0.1, 2.0
- Cc1cc(C)cc(-n2nc3c(c2NC(=O)Cc2cccs2)CSC3)c1
  17, 0, 0.9, -0.9
- COC(C(=O)Nc1ccnn1C1CCN(C/C(C)=C/c2ccccc2)CC1)c1ccccc1 (configuration not stated)
  13, -5, -0.1, -0.5
- COc1ccccc1N1CCN(S(=O)(=O)c2ccc(F)c(C(=O)Nc3ccccc3Cl)c2)CC1
  2, -1, -0.1, -0.1

Profiles as entered above. Screens in order: MITF primary, TEAD-YAP block, FBW7 act, GPR151 activ
O=C(N1CCN=C1SCc1cccnc1)C12CC3CC(CC(C3)C1)C2 reads 9, -12, -0.1, -0.9
CCOC(=O)CC(=O)CSc1nc2ccccc2c(=O)n1-c1ccc(C(=O)NCCOC)cc1 reads -14, -2, -0.1, -1.7

Other structures follow.
Value order – MITF primary, TEAD-YAP block, FBW7 act, GPR151 activ
- COc1ccc(CCn2ccc(-c3sc(NCc4ccco4)nc3C)n2)cc1
  -2, 2, 0.1, 8.0*
- O=C(OC1CCCCC1=O)c1ccc2c(c1)C(=O)N(Cc1ccco1)C2=O (configuration not stated)
  9, -12, -0.2, -0.1
- CN(C)CCNc1oc(-c2ccc(F)cc2)nc1C#N
  -3, 2, 0.0, 0.6
- COC(=O)c1cccc(NS(=O)(=O)c2ccc(C)cc2)c1
  6, 53*, 0.1, 0.3
- N#C/C(=C\c1ccc(Br)cc1)C(=O)Nc1nccs1
  -3, -7, -0.1, -0.9
- Cc1ccccc1-n1c(=S)sc2c(=O)n(-c3ccc(F)cc3)c(SCC3OCCO3)nc21
  -8, 2, -0.1, 0.4
- CCOC(=O)N1CCC(N2CCN(CCCc3ccccc3)C(CCO)C2)CC1 (configuration not stated)
  8, 7, 0.0, 1.0
- CCc1cc2c(=O)c(-c3ccc4c(c3)OCCO4)c(C(F)(F)F)oc2cc1OC(C)C
  3, 8, 0.1, 0.8
- N#C/C(=C\Nc1cccc(C(F)(F)F)c1)c1nc(-c2cc3ccccc3oc2=O)cs1
  -4, -2, -0.1, -0.5
- CCCCSC(=O)Nc1ccccc1
  -8, -14, -0.2, -1.2
- Cc1[nH]n(-c2nc(-c3ccccc3)cc(=O)[nH]2)c(=O)c1CCO
  6, 1, -0.2, -0.7
- COc1cc(OC)c(C2C3=C(CCCC3=O)Nc3ncnn32)cc1OC (configuration not stated)
  2, 12, 0.0, 0.1
- COc1ccc(C)cc1NC(=O)c1ccc2c(=O)n3c(nc2c1)CCCCC3
  9, -1, 0.1, -0.3
- COc1ccc(C(=O)N2N=C3c4ccccc4S(=O)(=O)N3C2N(C)C)cc1 (configuration not stated)
  14, 7, 0.7, -0.9
- CCOC(=O)N1CCN(C(=O)C(CC)Oc2ccccc2)CC1 (configuration not stated)
  10, 4, -0.1, -0.9
- Cc1nc2sc3c(c2c2nnc(SCC(=O)N4CCOCC4)n12)CCCC3
  -1, -3, 0.0, 0.2
- CS(=O)(=O)c1ccc(N2CCN(CCO)CC2)c(F)c1
  -3, 9, 0.4, 4.5
- Cn1c(Nc2cccc(C(=O)NCCOc3ccccc3)n2)nc2ccccc21
  -6, -19, -0.3, -0.3
- CNC(=O)NC(=O)COC(=O)c1cc(OC)c(OC)cc1OC
  2, 7, 0.2, -0.1
- O=C(c1cccs1)C1C2C(=O)C3OCC(O3)C12 (configuration not stated)
  6, 2, 0.2, 0.8
